aSyn yeast inh = rescues yeast growth from alpha-synuclein toxicity; Yeast expressing alpha-synuclein, growth rescue, BacTiter-Glo, 24 h; Potency, µM (doses to about 46.1 µM), without a hit: at the top dose growth rescue (activation), actives largely listed as activators; 0.14% of 370,000 active; AID 652106; further: potency means the concentration at half of the fitted maximal effect; % of control where 0% means no effect; nearly all actives have a fitted effect of over 65% in size
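Readout is rescue of growth in alpha-synuclein-expressing yeast, so inhibitors of toxicity appear as activators. Growth after 24 hr at 30 deg C in galactose medium is quantified by luminescence.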
TDP-43 yeast inh = TDP-43 toxicity inhibition in yeast; 1.8% of 410,000 active; AID 652104; TDP-43 expressing yeast growth rescue, BacTiter-Glo, 24 h; Potency, µM (top dose mostly 46.1 µM), inactives show top-dose growth rescue (activation), hits mostly activators; further: potency means the concentration at half of the fitted maximal effect; % of control where 0% means no effect; nearly all actives have a fitted effect of over 50% in size
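Luminescence from BacTiter-Glo reports growth of TDP-43-expressing yeast after 24 hr at 30 deg C with compound. Cells were raffinose-pregrown to mid-log, then seeded in galactose medium at OD600=0.02.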
GLP-1R agonist = activates the human GLP-1 receptor | P43220 | HEK293 GLP-1R CRE-luciferase, luminescence, 4-6 h; cells express a hypersensitive GLP-1R form | Potency, µM (highest dose often 45.6 µM), inactives show at the highest dose activation, most hits filed as activators | 0.007% of 380,000 active; further: potency means the concentration at half of the fitted maximal effect; % of control where 0% means no effect
Target sequence (P43220 whole entry, looked up): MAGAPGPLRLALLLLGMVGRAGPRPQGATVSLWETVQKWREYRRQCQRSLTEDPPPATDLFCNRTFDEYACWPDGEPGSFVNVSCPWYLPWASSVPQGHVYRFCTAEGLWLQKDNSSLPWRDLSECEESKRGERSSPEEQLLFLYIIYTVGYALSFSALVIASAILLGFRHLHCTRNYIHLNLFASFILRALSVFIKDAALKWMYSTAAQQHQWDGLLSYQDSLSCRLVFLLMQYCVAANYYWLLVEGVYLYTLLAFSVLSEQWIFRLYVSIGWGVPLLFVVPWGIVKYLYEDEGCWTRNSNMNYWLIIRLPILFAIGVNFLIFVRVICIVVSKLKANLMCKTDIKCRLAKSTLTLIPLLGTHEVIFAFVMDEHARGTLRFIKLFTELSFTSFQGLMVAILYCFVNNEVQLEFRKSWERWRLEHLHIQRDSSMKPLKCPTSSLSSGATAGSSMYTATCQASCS
D3 ag = activates the human D3 dopamine receptor | max activation, % | 0.58% of 410,000 active | D3R DiscoveRx beta-arrestin cells, luminescence, 90 min; in the data active means max activation above about 30%; further: 0% is about no effect; mostly tested at two doses, the higher about 12 µM
Target sequence (P35462 whole entry, looked up): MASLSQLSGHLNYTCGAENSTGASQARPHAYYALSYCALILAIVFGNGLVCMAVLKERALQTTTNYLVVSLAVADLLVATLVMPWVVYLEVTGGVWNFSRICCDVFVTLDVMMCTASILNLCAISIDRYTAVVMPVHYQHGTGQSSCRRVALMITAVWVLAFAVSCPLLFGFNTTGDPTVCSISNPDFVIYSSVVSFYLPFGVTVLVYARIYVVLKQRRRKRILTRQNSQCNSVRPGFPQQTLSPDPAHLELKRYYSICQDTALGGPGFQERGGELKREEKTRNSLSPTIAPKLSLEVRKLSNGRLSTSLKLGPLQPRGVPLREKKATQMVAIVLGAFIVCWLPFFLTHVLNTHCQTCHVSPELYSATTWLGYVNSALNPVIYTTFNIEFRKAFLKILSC
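Agonist mode: compounds and dopamine controls were applied to plated cells for 90 min at 37 degrees C after an overnight attachment at 1500 cells/well. Luminescent read-out followed 30 - 60 minutes at room temperature with DiscoveRx detection reagent.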
GLP1R inv ag = inverse agonists of human GLP-1 receptor; P43220; HEK293 GLP-1R CRE-luciferase, luminescence, 24 h; GLP-1R form is constitutively active; Potency, µM (highest dose often 38.3 µM), inactives show top-dose activity change, negative = inhibition, hits mostly inhibitors; 1.6% of 410,000 active; AID 624417; further: potency means the concentration at half of the fitted maximal effect; on the % scale 0 is the no-effect control and ±100 the full control effect; nearly all actives have a fitted effect of over 55% in size
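Luminescence readout: a drop in cAMP-driven luciferase signal flags inverse agonism at a constitutively active GLP-1R stably expressed in HEK293. Compound exposure lasted 24 hr at 37 deg C, 5% CO2.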
D3 antag = D3 dopamine receptor (human) antagonism. P35462. D3R cells, DiscoveRx beta-arrestin luminescence, antagonist mode; stronger effect = lower value. max response, negative = inhibition, %. 2.5% of 360,000 active; in the data active means max response below about -50%; inconclusive means no clear call, values can overlap the other calls; further: on the % scale 0 is the no-effect control and ±100 the full control effect; mostly tested at two doses, the higher about 12 µM
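Cells plated overnight at 1500 cells/well, then exposed to library compounds with dopamine controls for 90 minutes at 37 degrees C. DiscoveRx reagent added for 30–60 minutes at room temperature; luminescence read, quantitative HTS format.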
PTHR1 agonist = activates the human parathyroid hormone receptor PTHR1. Q03431. HEK293 GP2 PTHR1 cells, GloSensor cAMP luminescence, 1 h. Potency, µM (series often up to 115 µM), inactives show at the top dose activation, most hits filed as activators. 0.075% of 410,000 active; further: potency means the concentration at half of the fitted maximal effect; nearly all actives have a fitted effect of over 55% in size; some results filed as inactive show a strong effect at the top dose; inactives centre near -15; many of its hits are not listed in these tables
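HEK-293-derived GP2 cells expressing PTHR1 and a GloSensor cAMP reporter, 3,000/well, plated overnight, given luciferin plus IBMX (each 0.5 mM as added) for 1 h at 37 °C, then compound for 1 h at 37 °C. Luminescence was read after 15 min at room temperature.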
HEK293 tox = cytotoxicity in counter-screen for GLP-1R inverse agonists; HEK293 cAMP-luciferase reporter cells, luminescence, 24 h; Potency, µM (doses to about 38.3 µM), without a hit: at the highest dose activity change, negative = inhibition, most hits filed as inhibitors; 0.13% of 410,000 active; AID 624418;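 further: loss of luciferase light is scored as toxicity; potency means the concentration at half of the fitted maximal effect; on the % scale 0 is the no-effect control and ±100 the full control effect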
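Luminescence readout: signal drop marks cytotoxicity. Plated cells grew 12 h at 37 °C, 5% CO2, received 23 nL compound for 24 h, then got luciferase reagent, read after 12 min at RT.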
KB-V1 cytotox = KB-V1 MDR subline cytotoxicity | AID 1347076 | KB-V1 MDR cells viability, CellTiter-Glo, 72 h | 3.4% of 400,000 active | Potency, µM (series often up to 46.1 µM), for inactives: at the top dose activity change, negative = cytotoxicity, hits mostly cytotoxic; further: potency means the concentration at half of the fitted maximal effect; on the % scale 0 is the no-effect control and ±100 the full control effect; nearly all actives have a fitted effect of over 60% in size
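Compound-treated KB-V1 multidrug-resistant cells, 72 h, 37 degrees C; viability by CellTiter-Glo. Fitted qHTS curves give the values.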
* = called active by the depositor; i = inactive; ? = inconclusive; . = not tested or not shown; [ ] = remark or other dose. Unless noted, the call rests on the fitted dose curve; in most records, active means well fitted curve in the direction sought with a large enough effect; inconclusive means small, poorly fitted or top-dose-only effect, or another doubt; inactive means no such curve, though single readings can be large; an effect the other way counts as inactive or inconclusive.

Start of the listing, in advance (5 entries):
Compound	aSyn yeast inh	TDP-43 yeast inh	GLP-1R agonist	D3 ag	GLP1R inv ag	D3 antag	PTHR1 agonist	HEK293 tox	KB-V1 cytotox
Cc1cc(=O)n2[nH]c(C)cc2n1	6%	8%	1%	-4	-13%	5	-19%	-1%	-9%
CCOC(=O)C1CCN(Cc2ccc(-c3ccccc3)cc2)CC1	1%	5%	5%	-24	?	?	-51%[inhibitor]	1%	5%
CC(=O)Nc1ccccc1-c1nc2ccc(C(=O)N3CCN(c4ccccc4)CC3)cc2[nH]c1=O	-6%	2%	-1%	2	-11%	-17	i	1%	7%
COc1ccc(CC(=O)N2CCN=C2SCc2ccc([N+](=O)[O-])cc2)cc1	-9%	7.9µM*	5%	0	?	-7	-29%	-9%	-23%
COc1ccc(C(=O)NCC(=O)OCC(=O)N2CCC(C)CC2)cc1OC	9%	6%	7%	2	8%	8	-22%	-21%	-2%

The list itself, repeating the preview:
Compound	aSyn yeast inh	TDP-43 yeast inh	GLP-1R agonist	D3 ag	GLP1R inv ag	D3 antag	PTHR1 agonist	HEK293 tox	KB-V1 cytotox
Cc1cc(=O)n2[nH]c(C)cc2n1	6%	8%	1%	-4	-13%	5	-19%	-1%	-9%
CCOC(=O)C1CCN(Cc2ccc(-c3ccccc3)cc2)CC1	1%	5%	5%	-24	?	?	-51%[inhibitor]	1%	5%
CC(=O)Nc1ccccc1-c1nc2ccc(C(=O)N3CCN(c4ccccc4)CC3)cc2[nH]c1=O	-6%	2%	-1%	2	-11%	-17	i	1%	7%
COc1ccc(CC(=O)N2CCN=C2SCc2ccc([N+](=O)[O-])cc2)cc1	-9%	7.9µM*	5%	0	?	-7	-29%	-9%	-23%
COc1ccc(C(=O)NCC(=O)OCC(=O)N2CCC(C)CC2)cc1OC	9%	6%	7%	2	8%	8	-22%	-21%	-2%
O=C(CSc1nnc(Cc2ccccc2)n1-c1cccc(Cl)c1)N1CCOCC1	2%	9%	-5%	1	0%	-16	i	-22%	0%
COCCCNC(=O)C[C@H]1C[C@H](C(=O)N2CCOCC2)[C@@]2(CCC3CCCC3)c3[nH]c4ccc(Cl)cc4c3CCN2C1=O	9%	8%	-1%	9	12%	4	-7%	-5%	6%
O=C(CC1C(=O)N(c2ccccc2)C(=O)N1Cc1ccc2c(c1)OCO2)Nc1ccccc1 (stereo not drawn)	.	0%	.	5	19%	.	-32%[inhibitor]	3%	8%
CCOc1ccc(S(=O)(=O)NCCCl)cc1	4%	16%	3%	3	33%[activator]	9	i	16%	?
COc1ccc(C)cc1NC(=O)Nc1ccccc1OCc1cc(=O)n2ccccc2n1	.	0%	.	-2	-8%	.	-51%[inhibitor]	2%	.
Cc1ccc(S(=O)(=O)CCC(=O)OCc2nnc(-c3ccccc3)o2)cc1	7%	?	-4%	4	2%	17	-24%	5%	0%
CCc1c(O)nc2ccccn2c1=O	-8%	17%	-8%	0	6%	6	i	5%	9%
CCCC(=O)Nc1cccc(-c2cn3c(C)csc3n2)c1	.	18%	.	-14	18%	.	-1%	-1%	.
O=C(CCc1ccccc1)NNC(=O)Nc1ccc(F)c(Cl)c1	-2%	4%	-21%	-6	?	11	-3%	-1%	.
CC1CCC2(CC1)SCC(=O)N2c1ccccc1 (stereo not drawn)	11%	0%	1%	-1	?	-1	i	-10%	4%
CCOC(=O)C1=C(C)NC2=C(C(=O)CC(C)(C)C2)C1c1ccc(O)c(OCC)c1 (stereo not drawn)	4%	15%	4%	2	10%	6	0%	-9%	0%
CCOc1ccc(NC(=O)CCCN2C(=S)NC(C)(C)CC2C)cc1 (stereo not drawn)	-2%	1%	7%	5	1%	0	i	12%	-5%
COc1ccc(S(=O)(=O)Cc2ccc(C(=O)N3CCN(c4ccccc4)CC3)o2)cc1	1%	1%	-1%	1	-6%	0	-15%	1%	-21%
COc1ccc(C(=O)OCC(=O)NC(Cc2ccccc2)C(C)=O)cc1S(=O)(=O)N1CCCC1 (stereo not drawn)	-3%	12%	-20%	5	12%	-16	i	4%	-13%
CC(=O)c1sc(NC(=O)C2CCN(C(=O)c3ccccc3C)CC2)nc1-c1ccccc1	7%	9%	6%	12	?	22	-8%	-28%	-17%
CC1CCN(C(=O)CCc2nnc3ccc(NCCCN4CCCC4=O)nn23)CC1	3%	-2%	3%	-7	20%	-5	i	4%	?
CCOc1ccc(CN2CCNC(=O)C2CC(=O)NCCN2CCOC2=O)cc1 (stereo not drawn)	-1%	-3%	-3%	2	6%	6	i	-6%	0%
O=c1c(Cc2ccc(Cl)cc2)c(O)ccn1Cc1cccc(Cl)c1	-6%	-4%	-17%	3	?	0	-4%	-6%	-12%
CCN1CCN(CC(=O)n2c3c(c4ccccc42)CC(C)CC3)CC1 (stereo not drawn)	-5%	-11%	10%	-12	?	?	i	-2%	-17%
COc1ccc(N2CCN(C(=O)c3cccc(NC(=O)c4ccco4)c3)CC2)cc1	-1%	1%	-8%	-4	9%	-18	-12%	21%	?

The closing 3 entries of the part before open the next one.
Compound	aSyn yeast inh	TDP-43 yeast inh	GLP-1R agonist	D3 ag	GLP1R inv ag	D3 antag	PTHR1 agonist	HEK293 tox	KB-V1 cytotox
O=c1c(Cc2ccc(Cl)cc2)c(O)ccn1Cc1cccc(Cl)c1	-6%	-4%	-17%	3	?	0	-4%	-6%	-12%
CCN1CCN(CC(=O)n2c3c(c4ccccc42)CC(C)CC3)CC1 (stereo not drawn)	-5%	-11%	10%	-12	?	?	i	-2%	-17%
COc1ccc(N2CCN(C(=O)c3cccc(NC(=O)c4ccco4)c3)CC2)cc1	-1%	1%	-8%	-4	9%	-18	-12%	21%	?
COc1ccc(N(CC(=O)Nc2ccc3c(c2)OCCO3)S(C)(=O)=O)c(OC)c1	5%	-3%	-8%	-1	5%	1	-3%[57.5 µM]	-11%	4%
O=C(CCc1ccccc1)Nc1ccc(S(=O)(=O)N2CCCC2)cc1	6%	15%	-4%	13	7%	0	-5%	-18%	4%
O=C(NC12CC3CC(CC(C3)C1)C2)c1ccc([N+](=O)[O-])o1	-28%	20µM*	2%	4	-14%	-6	?	-29%	8%
COc1ccc(CC(=O)Nc2cccnc2)cc1	-12%	-19%	0%	-3	6%	-22	9%	5%	-14%
Cc1nn(CCc2nn[nH]n2)c2nc(-c3ccc(Br)cc3)cc(C(F)(F)F)c12	2%	-3%	2%	10	?	13	-28%	0%	?
CC(=O)Nc1nc2ccccc2n1Cc1ccc(Cl)cc1	?	12%	11%	4	?	14	i	?	?
NC(=O)CC(NC(=O)c1ccc(Br)cc1)c1ccc(NC2CCCCCCC2)c([N+](=O)[O-])c1 (stereo not drawn)	-10%	?	-2%	-21	?	-8	-16%	?	0%
COC(=O)[C@@H](Cc1ccccc1)NS(=O)(=O)N[C@H](Cc1ccccc1)C(=O)OC	9%	21%	2%	3	-8%	11	-15%	1%	14%
Cc1ccc(S(=O)(=O)N2CCCCC2)cc1NC(=O)c1ccc(=O)[nH]c1	-7%	4%	14%	-1	11%	-13	i	-19%	2%
CCN(CC)CCn1c(=S)[nH]c2ccc(Br)cc2c1=O	-1%	-21%	-5%	-12	-2%	-14	-13%	-17%	-6%
Cc1cc(C)n(-c2ccc(C(=O)NC3=NCCS3)cc2)n1	2%	-8%	3%	-17	1%	-10	-13%[57.5 µM]	10%	-24%
COc1ccc(-c2cc(C(F)(F)F)nc(SCCC(=O)Nc3cccc(O)c3)n2)cc1	0%	20%	-8%	1	?	.	-39%[inhibitor]	-12%	?
COC(=O)c1ccccc1OCCCCN1CC(C)OC(C)C1 (stereo not drawn)	-1%	2%	2%	0	11%	-29	-21%	-2%	-4%
CCCc1c(C(=O)Nc2ccc(OC)cc2)cnn1-c1ccccc1	-6%	?	2%	0	?	-24	-26%	-6%	?
COc1ccc(C2SCC(=O)N2C)cc1 (stereo not drawn)	-5%	-18%	12%	8	0%	3	-19%[57.5 µM]	-6%	-1%
COc1cccc(-c2cc(C(=O)N/N=C/c3ccc(OC)c(COC(C)=O)c3)c3ccccc3n2)c1	1%	9%	5%	7	-15%	5	i	-2%	17%
NC(=O)c1ccc(NC(=O)COC(=O)c2ccccc2SCC(=O)N2CCCC2)cc1	-6%	-5%	1%	0	18%	?	-89%[inhibitor]	-2%	9%
COC(=O)C1=C(N)Oc2cc(C)n(CCc3ccccc3)c(=O)c2C1c1cccnc1 (stereo not drawn)	2%	-19%	3%	5	49%[activator]	16	-9%	-12%	-5%
O=C(c1c(F)cccc1F)N1CCCC(c2nc(-c3ccc(Cl)cc3)no2)C1 (stereo not drawn)	1%	26%	5%	15	?	17	-85%[inhibitor]	-5%	?
O=C(CSc1nc2ccccc2n1CC(=O)NCc1ccccc1)NCc1ccco1	8%	-16%	5%	1	-7%	13	i	-18%	0%
CC1(C(=O)Nc2ccc3c(c2)OCCO3)CCN1C(=O)Cc1cc(F)ccc1F (stereo not drawn)	-1%	10%	6%	1	19%	26	i	-2%	?
COC(=O)Nc1nc(-c2ccccc2)c(C(=O)c2ccc(Cl)cc2)s1	-5%	7%	11%	-10	?	?	-34%[inhibitor][57.5 µM]	-31%	0.58µM*

Screens deposited in PubChem by National Center for Advancing Translational Sciences (NCATS).

This is a subset, so the mix of outcomes need not match the whole.
